Screening data (PubChem)
ABCB6 inh 2: blocks the human ABCB6 transporter; AID 602162; K562-ABCB6 porphyrin accumulation, flow cytometry, 1 h; stronger effect = lower value; 360,000 compounds, 0.19% hits; fluorescence ratio to DMSO, % at 10 µM; Q9NP58;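 active = fluorescence ratio to DMSO below 75%, the collection mean minus 3 SD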;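 also: signal is porphyrin accumulated inside mitochondria; 100% equals median channel fluorescence of DMSO control wells; lower ratio means ABCB6 inhibition with less porphyrin fluorescence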
MC4R antag cAMP: antagonists of human melanocortin 4 receptor (MC4R); P32245; MC4R-expressing cells, MTII-stimulated cAMP, LANCE TR-FRET; inhibition, % at 6.5 µM; 360,000 compounds, 0.48% hits; AID 540295;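 active = inhibition above its plate's cutoff, the mean of tested wells on that plate plus 3 SD, cut at about 29% in these data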;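 also: 0% = Melanotan II alone and 100% = Melanotan II plus saturating MCL0020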
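material = U2OS cells stably expressing human melanocortin 4 receptor (MC4R) | also added = Melanotan II challenge | dosing = single nominal compound dose of 6.5 µM | detection = TR-FRET with Eu-cAMP and labeled anti-cAMP, 671 nm | replication = singlicate | timing = compound 30 min, challenge 1 h, detection 1 h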
MC4R ag barr: agonists of human melanocortin 4 receptor (MC4R) beta-arrestin; 360,000 compounds, 0.98% hits; U2OS MC4R beta-arrestin complementation, luminescence; percent of melanotan II response, DMSO zero; activation, % at 8.9 µM; AID 540308;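 active = activation above a per-plate cutoff, the mean activation of sample wells on that plate plus 3 SD, cut at about 8% in these data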
HTR2A ag: activates the mouse 5-HT2A serotonin receptor | P35363 | CHO-K1 mHTR2A beta-arrestin complementation, luminescence; percent of 30 µM serotonin response | activation, % at 7.6 µM | 360,000 compounds, 0.66% hits | AID 624169;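 active = activation above a run cutoff, the mean activation of all tested compounds plus 3 SD, cut at about 14% in these data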;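 also: 0% = plate median of compound wells and 100% = 30 µM serotonin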
Target sequence (P35363 whole entry, looked up): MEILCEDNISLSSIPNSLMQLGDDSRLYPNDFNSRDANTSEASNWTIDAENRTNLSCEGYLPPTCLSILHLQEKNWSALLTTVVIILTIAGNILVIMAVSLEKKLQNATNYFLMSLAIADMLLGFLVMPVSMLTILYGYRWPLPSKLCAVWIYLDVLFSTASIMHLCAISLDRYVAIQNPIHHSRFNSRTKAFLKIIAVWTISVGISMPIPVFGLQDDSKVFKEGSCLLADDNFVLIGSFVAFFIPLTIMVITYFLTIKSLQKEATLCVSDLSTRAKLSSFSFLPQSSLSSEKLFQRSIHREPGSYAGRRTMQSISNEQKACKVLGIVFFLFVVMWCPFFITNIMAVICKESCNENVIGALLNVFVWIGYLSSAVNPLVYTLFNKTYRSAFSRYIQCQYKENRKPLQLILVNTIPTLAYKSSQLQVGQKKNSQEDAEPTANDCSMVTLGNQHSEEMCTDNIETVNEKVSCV
aDG glyco act: alpha-DG glycosylation activation; Pro5-aDG cells, alpha-DG glycosylation AlphaScreen (IIH6); 0% Pro5, 100% B10-LARGE cell signal; activation, % at 10 µM; 360,000 compounds, 0.22% hits; AID 624168;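 active = activation of at least 8% versus controls, or a plate z-score of at least 8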;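 also: Pro5 are CHO cells carrying HIG-tagged alpha-DG that lacks glycosylation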
Vif inh: HIV Vif inhibition; HEK293T cells, Vif self-association by quenched fluorescence, imaging, 24 h; inhibition, % at 7.49 µM; 340,000 compounds, 0.35% hits; in the data active = inhibition above about 50%, passing the limit was not always enough; also: some results filed as inactive read as strong as hits
CaV13 FRET inh: Primary screen for inhibitors of IQ motif and Ca2+-dependent inactivation inhibitor domain binding in CACNA1D, Förster resonance energy transfer in living cells, … | HEK cells, CFP/YFP FRET ICDI-IQ, plate reader, 10 min; percent FRET-ratio fall versus neutral wells | inhibition, % at 12.3 µM | 340,000 compounds, 0.098% hits | AID 743397;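 active = mean replicate inhibition of at least 30% and at least 1% of replicates passing that level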;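 also: 0% = median of the neutral control wells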
Glyco luc inh: N-linked glycosylation inhibition; D54 ERlucT glycosylation luciferase reporter, 24 h; percent of 100 nM tunicamycin response; reporter increase, % at 12.5 µM; 360,000 compounds, 0.23% hits; AID 588692;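 active = mean luciferase reporter signal, scaled so untreated is 0 and the glycosylation-blocking control 100, at or above a set limit in every replicate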;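 also: luciferase carries N-glycosylation sites so blocking glycosylation raises the light; 0% = median of neutral control wells and 100% = median of 100 nM tunicamycin wells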
PDI inh: blocks human protein disulfide isomerase activity | PDI insulin aggregation turbidity, A650, 90 min | inhibition, % at 10 µM | P07237 | 350,000 compounds, 0.052% hits | AID 588391;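 active = mean inhibition across replicates of 30% or more, whatever share of single replicates reach that level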;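 also: absorbance from insulin aggregation driven by PDI reduction with DTT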
Target sequence (P07237 whole entry, looked up): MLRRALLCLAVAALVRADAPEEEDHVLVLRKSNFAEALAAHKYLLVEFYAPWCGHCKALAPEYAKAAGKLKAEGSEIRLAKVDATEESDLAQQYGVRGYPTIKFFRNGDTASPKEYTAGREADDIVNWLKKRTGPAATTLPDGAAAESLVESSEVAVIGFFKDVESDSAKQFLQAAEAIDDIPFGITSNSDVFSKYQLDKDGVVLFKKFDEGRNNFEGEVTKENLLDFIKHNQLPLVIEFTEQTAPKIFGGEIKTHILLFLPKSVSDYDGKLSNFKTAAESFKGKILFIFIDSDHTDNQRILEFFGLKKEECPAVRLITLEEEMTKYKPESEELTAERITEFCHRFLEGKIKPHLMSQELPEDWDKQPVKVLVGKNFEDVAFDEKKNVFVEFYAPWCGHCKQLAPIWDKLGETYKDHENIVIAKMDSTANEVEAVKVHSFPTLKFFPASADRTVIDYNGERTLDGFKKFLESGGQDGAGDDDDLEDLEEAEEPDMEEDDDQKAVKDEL
Cardio protect: myocardial damage modulation in H9c2 cells; H9c2 cardiomyocytes, H2O2 injury protection, ATPLite, 2 h; protection from H2O2 cell death, % at 20 µM; 360,000 compounds, 0.63% hits; AID 588492;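 active = compounds giving at least 50% protection of heart cells from peroxide-induced death in the single-dose screen, raw or plate-pattern-corrected value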;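 also: 0% = DMSO wells with peroxide and 100% = DMSO wells without peroxide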
Numbers without * were called inactive; . = not tested or not shown. Compounds were not picked by outcome; any-hit rate near 3.6%.

1: Cc1cccc(OCc2nc3c4c(ncn3n2)-c2ccccc2CC42CCCC2)c1
2: O=C(NCCC1=CCCCC1)C1CCN(c2nc3ccccc3o2)CC1
3: O=C(NCc1cccnc1)c1ccccc1CCc1ccccc1
4: C/C(=N\NC(=O)Cc1ccc(F)cc1)c1ccc(F)cc1
5: O=C(NCc1ccncc1)C1CCCN(S(=O)(=O)c2ccc(Br)cc2)C1 (stereo unspecified)
6: Cc1cc(NC(=O)CSc2nnc(-c3ccco3)n2Cc2ccco2)no1

assay / compound	1	2	3	4	5	6
ABCB6 inh 2	97	96	99	104	94	95
MC4R antag cAMP	9	10	-4	4	-2	8
MC4R ag barr	2.0	2.7	-1.2	0.2	-1.0	-2.2
HTR2A ag	3	4	-6	-4	-1	-3
aDG glyco act	0.4	-0.2	0.1	-0.1	0.0	0.0
Vif inh	-13	.	15	7	-2	.
CaV13 FRET inh	-3	-9	-6	.	.	.
Glyco luc inh	-3	2	3	-1	-4	-1
PDI inh	-2	0	8	-1	-17	1
Cardio protect	-4	-6	0	-9	-2	-1

7: CCCN(CCC)S(=O)(=O)c1ccc(C(=O)NCc2ccc3c(c2)OCO3)cc1
8: CCOC1(OCC)C(c2ccc(N)cc2)C(C#N)(C#N)C1(OCC)OCC (stereo unspecified)
9: O=C(/C=C/c1ccc(F)cc1)c1cc(Br)ccc1O
10: COc1cccc(NC(=O)CN(C)C(=O)c2ccccc2OCC(=O)Nc2cccc(C(F)(F)F)c2)c1
11: Clc1ccc(OCCn2cnc3ccccc32)c(Cl)c1
12: CC(=O)NC(c1ccc([N+](=O)[O-])cc1)c1c(O)ccc2ccccc12 (stereo unspecified)

assay / compound	7	8	9	10	11	12
ABCB6 inh 2	99	99	103	94	98	102
MC4R antag cAMP	7	-1	12	-1	-4	10
MC4R ag barr	-1.3	-0.5	0.6	-2.5	-1.2	-0.7
HTR2A ag	-6	-3	-2	8	-8	3
aDG glyco act	0.3	-0.3	-0.2	0.1	0.9	0.2
Vif inh	-1	6	-2	-14	-4	0
CaV13 FRET inh	-4	-9	-16	-4	.	-18
Glyco luc inh	-4	-2	6	-5	-3	1
PDI inh	.	10	-2	0	0	5
Cardio protect	-3	-5	-6	-7	-12	3

13: C[n+]1c(-c2ccccc2)sc([S-])c1-c1ccccc1
14: COc1cc2[nH]c(=O)c(C(=O)NCc3ccccc3Cl)c(O)c2cc1OC
15: O=C(c1cc(-c2ccccc2)nc2ccccc12)N1CCCc2ccccc21
16: O=C(N1CCCCCC1)n1c(Cc2ccccc2)nc2ccccc21
17: C=CCN(c1ccccc1Cl)S(=O)(=O)c1cccc(C(=O)NCCc2ccc(OC)cc2)c1
18: Cc1ccc(NC(=O)Nc2ccc3c(c2)OCO3)c(Br)c1

assay / compound	13	14	15	16	17	18
ABCB6 inh 2	105	99	96	89	94	101
MC4R antag cAMP	1	4	18	3	4	4
MC4R ag barr	0.8	0.0	0.4	-1.1	4.6	-1.2
HTR2A ag	-6	2	-6	3	-6	-7
aDG glyco act	0.0	-0.1	-0.2	0.1	0.8	-0.1
Vif inh	7	8	2	4	-16	-18
CaV13 FRET inh	-4	-20	-7	-3	-4	-3
Glyco luc inh	-3	-2	-5	-2	-11	-1
PDI inh	5	5	2	-6	18	-2
Cardio protect	-10	-4	-16	-2	1	-7

19: O=C1CCCN1CN1CCCCC1
20: Clc1ccccc1-c1nnc2sc(-c3ccncc3)nn12
21: CC1=C(C(=O)N(C(C)C)C(C)C)CC(CC(=O)NC(c2ccccc2)c2ccccc2)C(=O)N1CCCN1CCCC1=O (stereo unspecified)
22: Cn1ccnc1C(OC(=O)c1ccc(Cl)cc1)C(F)(F)F (stereo unspecified)
23: C=CCOc1c(Br)cc(C2C3=C(CCCC3=O)N(C)C3=C2C(=O)CCC3)cc1OCC
24: COc1ccc(C(CNC(=O)c2ccc(N3CCCC3=O)cc2)N2CCCC2)cc1 (stereo unspecified)

assay / compound	19	20	21	22	23	24
ABCB6 inh 2	99	98	95	104	100	97
MC4R antag cAMP	-2	-16	.	-3	-6	4
MC4R ag barr	-0.5	-1.0	.	0.0	-2.2	-0.5
HTR2A ag	1	-3	2	-3	-5	5
aDG glyco act	-0.2	0.0	-0.1	0.1	0.0	0.1
Vif inh	2	-2	.	3	-5	-1
CaV13 FRET inh	.	-12	-6	-19	0	-6
Glyco luc inh	-6	-5	4	-2	0	-5
PDI inh	22	.	.	-1	1	-4
Cardio protect	5	9	-4	0	14	1

25: Cc1ccc2nc(CSc3nnc(-c4ccco4)o3)cc(=O)n2c1
26: COc1cc(-c2noc(C)c2C(=O)NCCc2cccs2)cc(OC)c1OC
27: CCn1c(SC(C)C(=O)NC2CCCc3ccccc32)nnc1-c1cccs1 (stereo unspecified)
28: CCN(CC)c1ncnc2c1ncn2[C@H]1CN(Cc2ccc(Cl)cc2)C[C@@H](CO)O1
29: COc1cc(Cl)c(C)cc1NC(=O)COC(=O)C1=NN(c2ccccc2)C(=O)CC1
30: COc1ccc(CNn2c(-c3cccs3)nc3ccccc3c2=O)cc1OC

assay / compound	25	26	27	28	29	30
ABCB6 inh 2	103	94	.	95	95	87
MC4R antag cAMP	7	1	9	-8	12	5
MC4R ag barr	0.9	0.0	2.3	1.0	0.4	-0.2
HTR2A ag	11	0	3	4	4	0
aDG glyco act	0.2	-0.2	0.2	0.7	-0.3	-0.7
Vif inh	3	-9	-9	1	-1	-8
CaV13 FRET inh	-4	-11	-5	-10	-5	-5
Glyco luc inh	3	2	-1	6	1	-7
PDI inh	2	-3	-9	-1	13	1
Cardio protect	3	1	1	-2	3	67*

31: Cc1ccc(-n2c(Cn3cnc4ccccc43)nnc2SCC(=O)O)cc1
32: O=C(NCCN1CCOCC1)c1ccc(CS(=O)c2ccccc2Cl)o1 (stereo unspecified)
33: COc1ccc(Cl)cc1NC(=O)CN(C)C(=O)CCC(=O)c1cc(C)sc1C
34: O=S1(=O)CCO[C@H]2Cc3ccccc3[C@H]2N1Cc1cccc(C(F)(F)F)c1
35: COc1ccc(NC(=O)c2cccc(N3C(=O)C4C5C=CC(C5)C4C3=O)c2)c(OC)c1 (stereo unspecified)
36: O=S(=O)(Nc1cccc(-c2nc3cccnc3s2)c1)c1ccc2c(c1)OCCO2

assay / compound	31	32	33	34	35	36
ABCB6 inh 2	95	102	94	100	98	102
MC4R antag cAMP	2	4	0	1	27	9
MC4R ag barr	-1.9	1.2	0.0	4.3	-1.1	0.1
HTR2A ag	0	-6	-7	3	0	-5
aDG glyco act	-0.1	-0.1	-0.1	0.2	-0.1	-0.2
Vif inh	-2	5	-5	8	2	-5
CaV13 FRET inh	5	-3	-6	-5	-14	-7
Glyco luc inh	1	0	1	8	0	3
PDI inh	5	-4	-91	3	-3	.
Cardio protect	-4	-2	0	-8	-3	-8

37: COC(=O)Nc1sc2c(c1C(=O)NCc1ccco1)CCC2
38: O=C(Nc1ccccc1)c1cc(C2CCCCN2C(=O)c2cccs2)on1 (stereo unspecified)
39: CC(=O)Nc1ccc(S(=O)(=O)N(CCc2ccccc2)CC(=O)N/N=C/c2ccc(C(=O)O)cc2)cc1
40: CCCN(C(=O)C(NC(=O)c1ccccc1)C(C)C)c1c(N)n(Cc2ccccc2)c(=O)[nH]c1=O (stereo unspecified)
41: O=C(CSc1ccc(-c2ccccn2)nn1)N1CCCCC1
42: Clc1ccc(Nc2nc3ccccc3n3nnnc23)cc1

assay / compound	37	38	39	40	41	42
ABCB6 inh 2	101	97	101	99	102	94
MC4R antag cAMP	8	2	9	14	13	3
MC4R ag barr	-1.1	-0.8	0.0	-1.4	-1.6	6.2
HTR2A ag	5	9	-4	0	-3	3
aDG glyco act	0.0	0.0	-0.4	-0.1	-0.2	-0.1
Vif inh	4	0	-19	-3	-5	-4
CaV13 FRET inh	-7	-6	-5	-5	-2	-6
Glyco luc inh	2	0	3	0	-1	1
PDI inh	6	9	0	1	-2	-3
Cardio protect	4	-5	5	-8	16	-1

43: O=C(COC(=O)CSc1ccc([N+](=O)[O-])cc1)NCCc1ccccc1
44: Cc1ccc(-c2nnn(CC(=O)Nc3ccccc3-c3ccccc3)n2)c(-n2cnnn2)c1
45: NC(=O)c1cc(C(=O)c2ccc(Cl)cc2)c[nH]1
46: C/C(=N\Nc1ccc2nncn2n1)c1ccco1
47: CCOC(=O)c1[nH]c(C)c(C(=O)OCCOc2cccc(C)c2)c1C
48: C=CCn1c(=O)c2ccccc2n2c(SCc3c(C(=O)OCC)oc4ccccc34)nnc12

assay / compound	43	44	45	46	47	48
ABCB6 inh 2	106	93	101	99	96	99
MC4R antag cAMP	1	0	-8	14	-1	0
MC4R ag barr	-2.6	-1.9	2.2	-2.3	12*	-0.5
HTR2A ag	7	-1	0	-5	1	-1
aDG glyco act	-0.1	-0.3	-0.4	0.0	0.4	0.5
Vif inh	0	-1	-5	-1	-4	-1
CaV13 FRET inh	-7	.	4	-2	-13	-6
Glyco luc inh	0	-2	-4	-1	0	2
PDI inh	-6	-9	-1	-4	-3	-1
Cardio protect	3	-4	7	8	-10	11

49: CNC(=O)C1Cc2c(-c3ccccc3Oc3ccccc3)ccnc2O1 (stereo unspecified)
50: Cc1cc(C)nc(NS(=O)(=O)c2ccc(NC(=O)c3cc(-c4ccccc4)nc4ccccc34)cc2)n1
51: O=S(=O)(CC(O)(c1ccccc1)c1ccccc1)CC(O)(c1ccccc1)c1ccccc1
52: CC1CN(C(=O)c2ccc(COCC(F)(F)F)o2)CC(C)O1 (stereo unspecified)
53: Nc1cccc(CCc2nc3cc4ccccc4cc3[nH]2)c1
54: CC(=O)NC(Cc1ccc(C)cc1)C(=O)NC1CCN(c2ncccc2[N+](=O)[O-])CC1 (stereo unspecified)
55: CCOc1cc(C=C2C(=O)c3ccccc3C2=O)ccc1OCC(=O)Nc1ccc(C)cc1
56: COC(=O)Cc1c(C)c2ccc(OCc3nn[nH]n3)cc2oc1=O

assay / compound	49	50	51	52	53	54	55	56
ABCB6 inh 2	102	99	103	100	98	98	97	106
MC4R antag cAMP	-3	9	12	2	-19	2	-1	0
MC4R ag barr	0.3	-2.4	0.4	-1.6	-2.0	-0.5	-0.2	-0.8
HTR2A ag	12	-2	-1	-2	-1	-2	5	0
aDG glyco act	0.2	-0.1	-0.1	-0.2	0.0	-0.1	0.1	0.1
Vif inh	2	0	0	-8	-2	0	0	.
CaV13 FRET inh	-6	-5	-14	-5	-4	-5	-3	-8
Glyco luc inh	-5	4	-5	1	9	3	0	1
PDI inh	-1	-19	5	-5	-3	16	-25	-5
Cardio protect	2	-2	-9	5	2	11	3	8
